TSHR antagonist: blocks TSH signaling through the human TSH receptor; TSHR-expressing cells, TSH-stimulated cAMP HTRF, 2 h; active compounds read low; activity change, negative = inhibition, % at 11.5 µM; hit rate 0.2% among 330,000; AID 504810;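 active = activity change below a set negative limit, meaning inhibition stronger than a set level, cut at about -70% in these data; inconclusive = activity change between two set negative limits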; also: % is scaled to controls: 0 for no effect and ±100 for the full control effect
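Competitive HTRF cAMP read-out (cryptate anti-cAMP antibody, cAMP-d2; 30 min, room temperature) in freshly harvested TSHR cells. Compounds added before TSH at EC80 (4nM final), followed by 2 hours' incubation at 37 deg C.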
FBPA coupling cs: counter-screen for Giardia aldolase inhibitors: coupling enzyme system | coupling enzyme system counterscreen, AmpLite Red fluorescence | activity change, negative = inhibition, % at 58.2 µM, hits read low | hit rate 0.67% among 290,000; in the data active = activity change below about -30%; also: % is scaled to controls: 0 for no effect and ±100 for the full control effect
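Counterscreen lacking aldolase: glyceraldehyde-3-phosphate coupling-enzyme reagent preincubated 10 min at RT with compound (at 57.5 uM final), then substrate/coupling system with AmpLite Red added; fluorescence read at 525/598 nm after 20 min RT.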
Tb PFK block: blocks T. brucei phosphofructokinase | O15648 | T. brucei PFK, ADP-Glo luminescence | Potency, µM (doses to about 57.5 µM), for the others: at the highest dose activity, negative = inhibition, most hits filed as inhibitors | hit rate 0.17% among 330,000;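 also: potency is read from the fitted curve at half-maximal effect; 0% = uninhibited 1x PFK enzyme wells and -100% = no-enzyme wells; nearly all actives have a fitted effect of over 60% in size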
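Activity is normalized to no-enzyme wells (full inhibition) and 1.25 nM enzyme wells (no inhibition). Reaction: 0.5 mM F6P, 0.1 mM ATP, 45 min RT, ADP-Glo luminescence; concentration-response curves fitted and classed by quality.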
CXXC DNA block: MLL CXXC-DNA interaction inhibition; Q03164; MLL-CXXC / FITC-HOXA9 DNA fluorescence polarization; AID 2662; hit rate 0.037% among 290,000; Potency, µM (titrated, usually from 115 µM), inactives show top-dose activity change, negative = inhibition, usual class: inhibitors; active = well fitted inhibition curve with a large enough effect in the polarisation, with a control signal flat, not every such curve was filed as active; inconclusive = small, poorly fitted or top-dose-only effect, or effect the other way, or a change in a side signal; inactive = no such curve, though single readings can be large or run the other way; the % refers to the polarisation; also: potency is read from the fitted curve at half-maximal effect
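Purified MLL-CXXC (added from a 7 uM solution) was preincubated 5 min at ambient with pinned compounds in 50 mM Tris-HCl pH 7.5, 50 mM NaCl, 1 mM DTT, 0.05% BSA. Fluorescein-labeled HOX-A9 DNA (50 nM solution) followed, 30 min, then polarization read.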
GALK inh: blocks human galactokinase activity; Purified GALK, Kinase-Glo residual ATP luminescence; hit rate 0.007% among 270,000; AID 1868; Potency, µM (series often up to 57.5 µM), inactives show at the top dose activity change, negative = inhibition, actives largely listed as inhibitors; also: potency is read from the fitted curve at half-maximal effect; % is scaled to controls: 0 for no effect and ±100 for the full control effect
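The enzyme phosphorylates galactose (100 uM) using ATP (35 uM); inhibition is detected as higher residual ATP, quantified by bioluminescence after 1 h reaction at room temperature, pH 8.0.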
Giardia kill: kills Giardia lamblia. AID 540267. hit rate 0.15% among 340,000. activity change, % at 7.66 µM, hits read low. Giardia lamblia trophozoite viability; in the data active = activity change below about -80%; inconclusive = between about -30% and that limit;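 also: parasites exposed to compound for two days anaerobically before the ATP read; % is scaled to controls: 0 for no effect and ±100 for the full control effect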
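Trophozoites 100 cells/well + cpd; 48 hrs, 37 deg C, anaerobic. ATPLite 1-Step added, 15-30 min RT, luminescence read (ATP-based viability).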
hERG WT inh: blocks the wildtype human KCNH2 potassium channel; Q12809; U2OS, BacMam KCNH2, thallium flux FluxOr; active compounds read low; activity change, % at 1.84 µM; hit rate 0.37% among 340,000; AID 720551;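 active = maximum activity change below -70%; inconclusive = maximum activity change between -70% and -50%; inactive = maximum activity change above -50%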; also: % is scaled to controls: 0 for no effect and ±100 for the full control effect
Target sequence (Q12809 whole entry, looked up): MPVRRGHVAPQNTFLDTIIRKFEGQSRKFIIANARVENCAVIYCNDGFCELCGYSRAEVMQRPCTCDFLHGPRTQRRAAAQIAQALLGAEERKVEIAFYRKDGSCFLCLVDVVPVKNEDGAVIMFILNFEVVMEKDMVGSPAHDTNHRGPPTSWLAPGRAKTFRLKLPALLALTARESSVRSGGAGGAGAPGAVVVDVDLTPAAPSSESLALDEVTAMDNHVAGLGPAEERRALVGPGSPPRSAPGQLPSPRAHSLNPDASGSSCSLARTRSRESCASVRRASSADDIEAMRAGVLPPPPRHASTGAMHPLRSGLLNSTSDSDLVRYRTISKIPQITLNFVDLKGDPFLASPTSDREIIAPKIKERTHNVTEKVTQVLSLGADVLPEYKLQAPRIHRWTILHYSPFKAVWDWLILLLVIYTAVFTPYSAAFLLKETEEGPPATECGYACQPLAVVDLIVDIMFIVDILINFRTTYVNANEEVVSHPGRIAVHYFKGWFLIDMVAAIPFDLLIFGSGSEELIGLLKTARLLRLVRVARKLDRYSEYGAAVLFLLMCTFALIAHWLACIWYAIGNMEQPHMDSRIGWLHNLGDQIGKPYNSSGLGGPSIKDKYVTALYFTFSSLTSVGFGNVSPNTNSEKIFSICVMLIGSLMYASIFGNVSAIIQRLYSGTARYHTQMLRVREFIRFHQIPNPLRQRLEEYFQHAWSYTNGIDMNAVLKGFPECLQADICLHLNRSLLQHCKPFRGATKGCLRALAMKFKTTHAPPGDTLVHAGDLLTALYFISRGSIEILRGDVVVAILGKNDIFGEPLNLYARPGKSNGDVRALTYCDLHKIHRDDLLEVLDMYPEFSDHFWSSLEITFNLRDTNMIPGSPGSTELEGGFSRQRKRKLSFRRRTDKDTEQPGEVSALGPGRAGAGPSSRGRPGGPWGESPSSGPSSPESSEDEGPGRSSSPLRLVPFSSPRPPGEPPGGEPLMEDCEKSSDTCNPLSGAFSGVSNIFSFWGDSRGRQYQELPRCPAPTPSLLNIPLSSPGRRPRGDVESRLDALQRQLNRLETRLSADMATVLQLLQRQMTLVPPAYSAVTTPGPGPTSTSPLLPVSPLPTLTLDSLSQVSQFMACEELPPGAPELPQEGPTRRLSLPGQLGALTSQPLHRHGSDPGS
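U2OS cells transduced with wild-type KCNH2 virus are loaded with FluxOr dye for 45 min, and thallium flux is measured in kinetic reads before and after stimulation buffer. Rate constants are normalized to DMSO controls.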
BCR signal inh: inhibitors of chronic active B-cell receptor signaling; ABC-DLBCL IkBa-CBG/CBR reporter, luminescence ratio, 4 h; Potency, µM (doses to about 46.1 µM), for inactives: at the top dose ratio change, negative = lower green/red ratio, actives largely listed as inhibitors; hit rate 0.05% among 340,000; AID 493014; active = well fitted inhibition curve with a large enough effect in the signal ratio, with a control signal flat, not every such curve was filed as active; inconclusive = small, poorly fitted or top-dose-only effect, or effect the other way, or a change in a side signal; the % refers to the signal ratio;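 also: potency is read from the fitted curve at half-maximal effect; plate controls were basal doxycycline-induced cells for no effect and cells given 10 µM MG132 for full effect; MG132 reads +100%, hits lower the ratio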
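Concentration-response series (up to 46 uM) were applied to TMD8 dual-reporter cells for 4 h at 37C with doxycycline. Green/red ratio, after filter-overlap correction, defined %Activity; red signal alone was normalised to basal cells and zero luminescence.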
AT treatment: potential ataxia-telangiectasia treatments restoring KAP-1 phosphorylation; […] A-T fibroblasts, KAP-1 phosphorylation AlphaLISA; neocarzinostatin DNA damage 30 min before lysis; hit rate 0.19% among 320,000; AID 485349; Potency, µM (doses to about 57.5 µM), inactives show top-dose activation, actives largely listed as activators; also: potency is read from the fitted curve at half-maximal effect; % of control where 0% means no effect; nearly all actives have a fitted effect of over 45% in size
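ATM-like activity read as KAP-1 phosphorylation via AlphaLISA donor/acceptor antibody pairs after lysis and 6 hr at 25C. Cells were ATM-null patient fibroblasts ([…], hTERT), dosed 60 min, then exposed to the DSB inducer NCS for 30 min.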
TCR activator: activates T cell receptor signaling | primary human leukocytes, anti-CD3, IL-2 HTRF, 48 h | Potency, µM (doses to about 9.22 µM), for inactives: top-dose activation of IL-2 secretion, most hits filed as activators | 330,000 tested, under 10 active | AID 504894; also: % of control where 0% means no effect
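Compounds are tested in HTS on primary human leukocytes co-incubated with a-CD3 beads for 48 hr. IL-2 output is measured by time-resolved FRET.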
* = called active by the depositor; ? = inconclusive; . = no result given; [ ] = another dose, or the depositor's remark. Unless noted, calls follow the shape of the dose curve; as a rule, active = well fitted curve in the direction sought with a large enough effect; inconclusive = small, poorly fitted or top-dose-only effect, or another doubt; inactive = no such curve, though single readings can be large; an effect the other way counts as inactive or inconclusive.

Order of values: TSHR antagonist | FBPA coupling cs | Tb PFK block | CXXC DNA block | GALK inh | Giardia kill | hERG WT inh | BCR signal inh | AT treatment | TCR activator
1: CC1CC(C)CN(C(=O)Cn2c(=O)n(CCCCC(=O)NC3CCCC3)c(=O)c3ccccc32)C1 (configuration not stated)
 : 9 | 3 | 1% | -3% | 0% | 6 | -6 | 11% | 8% | 5%
2: O=C(CSc1ccccc1)N1CCN(S(=O)(=O)c2ccccc2)CC1
 : 8 | . | 0% | 7% | 4% | -10 | 0 | -1% | 3% | 2%
3: Cc1ccc(N(CC(=O)N/N=C/c2cccnc2)S(=O)(=O)c2ccccc2)cc1
 : 8 | 13 | 11% | -1% | 3% | 11 | . | -25% | 4% | 5%
4: NNC(=O)COc1ccc(F)cc1
 : -1 | 6 | -9% | 1% | 1% | -10 | 3 | 2% | -8% | -1%
5: CCOC(=O)C1CCCN(Cc2nc(N)nc(Nc3ccccc3OC)n2)C1 (configuration not stated)
 : 5 | 1 | 10% | -5% | -6% | -7 | -24 | -7% | 6% | 3%[46.1 µM]
6: COc1ccccc1N1CCN(C(c2ccccc2Cl)c2nnnn2C(C)(C)C)CC1 (configuration not stated)
 : . | -1 | . | 2% | 5% | -4 | -34 | . | . | 1%
7: CCCSC1=C(C#N)C(c2ccc(Cl)cc2Cl)CC(=O)N1 (configuration not stated)
 : 8 | 2 | 0% | 3% | 0% | -4 | -12 | ? | 5% | .
8: Cc1ccc(S(=O)(=O)N2CCC(C(N)=O)CC2)c(C)c1C
 : . | 12 | . | -9% | 2% | -8 | -23 | . | . | -3%
9: Cc1ccccc1NC(=O)c1c(C)[nH]c(=S)c(C#N)c1-c1ccc(Cl)cc1
 : -2 | 11 | -9% | -3% | 4% | 1 | -5 | -4% | 0% | 2%
10: COc1ccc(OC)c(NC(=O)CN2C(=O)c3ccccc3S2(=O)=O)c1
 : 13 | 3 | 0% | 0% | 0% | 6 | -7 | 2% | . | 1%
11: CC(=O)c1c[nH]c(C(=O)NCC2CCCO2)c1 (configuration not stated)
 : 4 | 2 | 0% | -2% | 0% | 10 | 5 | -15% | 5% | -4%
12: CC1CC(C)CN(c2ccc(C(=O)OCC(=O)NC3CCCc4ccccc43)cc2[N+](=O)[O-])C1 (configuration not stated)
 : 0 | -5 | -1% | 6% | -5% | -23 | -4 | -3% | 2% | -6%
13: O=C(c1ccccc1F)N1CCN(Cc2ccccc2F)CC1
 : -12 | 2 | -18% | -8% | 1% | 2 | 4 | ? | 5% | -3%
14: CCOc1ccc(NC(=O)CCC(=O)c2ccc(OC)cc2)cc1
 : 15 | 7 | 0% | 2% | 0% | -17 | -4 | -2% | 1% | .
15: Cc1ccccc1S(=O)(=O)Cc1ccc(C(=O)N2CCN(c3ncccn3)CC2)o1
 : -9 | -2 | 0% | -4% | 1% | 1 | 5 | 14% | . | -6%
16: CCOCCCNC(=O)CCCOc1ccccc1
 : 2 | 1 | -11% | 1% | -3% | 1 | -18 | 5% | 2% | 4%
17: O=C(NCCC1CCCCN1S(=O)(=O)c1ccc(Cl)cc1)C(=O)NCc1cccnc1 (configuration not stated)
 : 16 | . | 7% | . | . | -8 | 4 | 18% | 3% | 1%
18: Cc1ccc(S(=O)(=O)N2CCOCC2)cc1NC(=O)c1cc2ccccc2oc1=O
 : 1 | . | 0% | . | . | 13 | 2 | 0% | -1% | -1%
19: O=C(COc1ccccc1)Nc1nc2ccccc2[nH]1
 : -2 | 1 | ? | -8% | 0% | -8 | 3 | ? | 1% | -1%
20: CN1CCN(C(=O)C2(NC(=O)Nc3cccc(F)c3)CCCCC2)CC1
 : 1 | 4 | -5% | -3% | 1% | -5 | -9 | 1% | -2% | 4%
21: CC(C)c1ccc(/C=N/NC(=O)CC(=O)NC2CCCCC2)cc1
 : 1 | 6 | 0% | 9% | 2% | -12 | -2 | 0% | 0%[11.5 µM] | 2%
22: Cc1ccc(-c2c[n+](CC(=O)OCc3ccccc3)c3n2CCC3)cc1
 : 6 | 3 | 1% | ? | 1% | 4 | -4 | -1% | 1% | 1%[46.1 µM]
23: COc1ccc(NC(=O)C(C)Sc2nnc3c4c(nc(-c5ccc(OC)cc5)n23)CC(C)(C)OC4)cc1 (configuration not stated)
 : 12 | -1 | -7% | 2% | 2% | -5 | 4 | ? | -1% | -6%[46.1 µM]
24: COCCCNc1ccnc2c(Cl)cccc12
 : -3 | 2 | 2% | 4% | -2% | -3 | 3 | -1% | 1% | 0%
25: CCn1cc(CNC(=O)C2C3CCC(C3)C2C(=O)O)cn1 (configuration not stated)
 : 60 | 5 | 2% | 3% | -4% | 19 | -11 | ? | 1% | 1%
26: CCN(C[C@H]1N[C@@](CC)(C(=O)OC)[C@H]2C(=O)N(Cc3ccccc3)C(=O)[C@@H]12)S(=O)(=O)c1ccccc1
 : -5 | . | 0% | . | . | 0 | -11 | 2% | 11% | -3%
27: FC(F)(F)c1cccc(-n2c(Cn3nnc4ccccc43)n[nH]c2=S)c1
 : 23 | 2 | -6% | ? | 4% | 14 | 7 | -5% | -5% | -6%
28: Cc1cc(Cl)ccc1C(=O)C1CCCN(C(=O)CCn2cnnn2)C1 (configuration not stated)
 : 8 | 2 | -1% | -23% | 3% | 10 | 0 | 7% | 3% | 2%
29: CCC1/C(=N\O)CC(c2ccco2)NC1c1ccco1 (configuration not stated)
 : -3 | 4 | 5% | 0% | -7% | 11 | -2 | 1% | -6% | .
30: COc1cccc(CNC(=O)C2CCC(=O)N(C3CC3)C2)c1OC (configuration not stated)
 : -1 | 1 | 2% | -14% | . | 16 | -7 | 8% | -6% | 12%
31: Cc1cc(C)n2nc(SCc3nc4ccccc4[nH]3)nc2n1
 : 11 | 13 | 6% | 5% | 1% | -20 | -6 | ? | -14% | -29%
32: COc1ccc(OCc2nn[nH]n2)cc1
 : 6 | 5 | 3% | -2% | 0% | 16 | -3 | 2% | 2% | .
33: C#CCn1c(O)c(N=NC(=O)CNC(=O)c2cccnc2)c2ccccc21
 : -7 | 5 | 2% | -1% | -1% | 3 | 0 | 0% | -5% | -1%
34: COc1cccc(C(=O)Nc2ccc3c(c2)C(=O)N(CCC(=O)O)C3=O)c1
 : -8 | 3 | 2% | -1% | . | -14 | -2 | -28% | -1% | -3%
35: COc1ccc(Cn2nnnc2CN2CCc3ccccc32)cc1
 : -8 | -1 | -12% | 6% | -3% | 0 | 15 | -17% | 1% | .
36: Cc1cc(C)c(S(=O)(=O)c2cccc(Br)c2C)c(Cl)n1
 : -30 | -23 | -2% | 6% | 2% | -25 | -12 | ? | -4% | -6%
37: COc1ccc(CC(=O)Nc2c(C(=O)N3CCN(c4ncccn4)CC3)oc3ccccc23)cc1
 : 2 | -1 | -2% | -6% | 1% | 14 | 8 | 13% | 0% | 9%

Gathered by group, those above containing an NH in an aromatic ring.
Order of values: TSHR antagonist | FBPA coupling cs | Tb PFK block | CXXC DNA block | GALK inh | Giardia kill | hERG WT inh | BCR signal inh | AT treatment | TCR activator
9: Cc1ccccc1NC(=O)c1c(C)[nH]c(=S)c(C#N)c1-c1ccc(Cl)cc1
 : -2 | 11 | -9% | -3% | 4% | 1 | -5 | -4% | 0% | 2%
11: CC(=O)c1c[nH]c(C(=O)NCC2CCCO2)c1 (configuration not stated)
 : 4 | 2 | 0% | -2% | 0% | 10 | 5 | -15% | 5% | -4%
19: O=C(COc1ccccc1)Nc1nc2ccccc2[nH]1
 : -2 | 1 | ? | -8% | 0% | -8 | 3 | ? | 1% | -1%
27: FC(F)(F)c1cccc(-n2c(Cn3nnc4ccccc43)n[nH]c2=S)c1
 : 23 | 2 | -6% | ? | 4% | 14 | 7 | -5% | -5% | -6%
31: Cc1cc(C)n2nc(SCc3nc4ccccc4[nH]3)nc2n1
 : 11 | 13 | 6% | 5% | 1% | -20 | -6 | ? | -14% | -29%
32: COc1ccc(OCc2nn[nH]n2)cc1
 : 6 | 5 | 3% | -2% | 0% | 16 | -3 | 2% | 2% | .

Assay outcomes (PubChem)
